# IDE inh – human IDE inhibitors in live cells, primary screen, fluorescence polarization, HEK cells, FAbetaB substrate; Insulin-degrading enzyme (Homo sapiens), P14735; FAbetaB cleavage; inhibition, % at 5.59 µM; actives 0.41% (n = 320,000);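 active means percent inhibition above the average of all tested compounds plus 3 SD, set per screening campaign, cut at about 16% in these data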;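 further: IDE supplied by intact live HEK cells; FP after avidin binding of uncleaved biotin substrate so inhibition keeps polarization high; 0% = DMSO wells and 100% = 60 µM reference IDE inhibitor Ii1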
# Target sequence (P14735 whole entry, looked up): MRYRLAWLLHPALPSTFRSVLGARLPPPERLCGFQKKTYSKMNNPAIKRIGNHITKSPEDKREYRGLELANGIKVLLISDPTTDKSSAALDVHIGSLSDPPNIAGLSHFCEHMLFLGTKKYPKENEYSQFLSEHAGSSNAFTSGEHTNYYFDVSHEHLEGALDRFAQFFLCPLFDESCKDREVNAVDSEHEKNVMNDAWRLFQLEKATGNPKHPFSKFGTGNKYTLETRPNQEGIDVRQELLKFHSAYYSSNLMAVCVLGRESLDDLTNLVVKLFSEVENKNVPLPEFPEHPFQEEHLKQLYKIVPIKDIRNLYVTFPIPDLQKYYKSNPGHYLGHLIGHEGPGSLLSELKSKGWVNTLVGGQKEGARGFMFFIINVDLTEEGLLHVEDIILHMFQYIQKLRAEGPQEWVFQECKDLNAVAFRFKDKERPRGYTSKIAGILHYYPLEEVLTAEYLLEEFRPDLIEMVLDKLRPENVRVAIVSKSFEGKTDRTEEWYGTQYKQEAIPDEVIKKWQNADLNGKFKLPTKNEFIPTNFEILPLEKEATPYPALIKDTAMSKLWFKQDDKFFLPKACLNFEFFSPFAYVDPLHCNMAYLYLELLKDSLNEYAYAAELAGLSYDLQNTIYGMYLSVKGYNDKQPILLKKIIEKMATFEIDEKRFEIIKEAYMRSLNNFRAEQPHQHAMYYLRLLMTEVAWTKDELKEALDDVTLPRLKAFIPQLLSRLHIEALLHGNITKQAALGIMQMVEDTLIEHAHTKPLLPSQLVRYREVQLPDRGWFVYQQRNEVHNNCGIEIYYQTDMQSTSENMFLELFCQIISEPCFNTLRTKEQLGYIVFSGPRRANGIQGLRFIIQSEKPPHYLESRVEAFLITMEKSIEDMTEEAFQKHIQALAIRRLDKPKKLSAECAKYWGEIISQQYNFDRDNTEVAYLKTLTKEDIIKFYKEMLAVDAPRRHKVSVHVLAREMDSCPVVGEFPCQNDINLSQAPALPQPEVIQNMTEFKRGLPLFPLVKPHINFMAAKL
# IDE cell activ – human IDE activators in live cells, primary screen, fluorescence polarization, HEK cells, FAbeta-B substrate; activation, % at 5.96 µM; AID 493087, 2011; Insulin-degrading enzyme (Homo sapiens), P14735; actives 0.073% (n = 340,000); FAbeta-B cleavage; 0% vehicle, 100% cell-free pure enzyme wells;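 active means activation above the mean of all tested compounds plus 3 SD, set per screening campaign, cut at about 17% in these data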
# Active calls of the source: *. Not all compounds are listed, so the mix of outcomes need not match the whole.
# Order of results – IDE cell activ, IDE inh
CCCN(C(=O)C1CC(=O)N(c2ccccc2C(C)CC)C1)C1CCS(=O)(=O)C1 (stereo not drawn)
→ 5, -6
COc1ccc(S(=O)(=O)NCc2cccnc2)cc1NC(=O)c1ccc(Cl)cc1
→ 1, -2
NS(=O)(=O)c1ccc(CCNC(=O)c2ccc(NS(=O)(=O)c3ccc4[nH]c(=O)[nH]c4c3)cc2)cc1
→ 4, 0
CCCCCCCNC(=O)C1(CC2CC(c3ccccc3)=NO2)CCN(C(=O)c2ccccc2)CC1 (stereo not drawn)
→ -1, 7
CCN(CC(=O)Nc1ccc(NC(C)=O)cc1)C(=O)c1ccc(COc2ccccc2)o1
→ 6, -5
Cc1c(NC(C)C)c(=O)n(-c2ccccc2)n1C
→ 7, 3
O=C(CSc1nc2[nH]c(=O)cc(O)c2s1)Nc1nccs1
→ 1, 4
CC(C)NC(=O)N(C)C[C@H]1Oc2ccc(NS(=O)(=O)c3cccs3)cc2C(=O)N([C@H](C)CO)C[C@@H]1C
→ -1, 6
CCCCn1c(N)c(N(CC(C)C)C(=O)c2ccc(F)c(S(=O)(=O)N3CCOCC3)c2)c(=O)[nH]c1=O
→ 5, 6
COc1ccc2nc(NC(=O)CSCc3c(C)noc3C)sc2c1
→ 1, 5
O=C(/C=C/c1cccc(F)c1)OCC(=O)N1CCc2ccccc21
→ 2, 1
O=C(CN1C(=O)c2ccccc2S1(=O)=O)Nc1cccc(S(=O)(=O)N2CCCCC2)c1
→ 3, 0
Cc1cc(C(=O)COC(=O)c2cc(Cl)c(O)c(Cl)c2)c(C)n1C
→ 2, 4
Cc1ccc(CNc2ccc(N3CCN(C)CC3=O)cc2)cc1
→ 3, -6
CCNc1nc(NCC)n2c(SCC(=O)Nc3ccccc3F)nnc2n1
→ 2, 4
COc1ccc(CN2C(=O)c3ccccc3C2=O)cc1C(=O)N(C)CC(=O)Nc1ccc(F)cc1
→ 3, -3
Cc1cc(NC(=O)CSCC(=O)NC(C)c2ccccc2)no1 (stereo not drawn)
→ -1, -3
CS(=O)(=O)c1ccc(NC(=O)CCN2C(=O)C3CC=CCC3C2=O)cc1 (stereo not drawn)
→ 5, -6
Cc1ccc(NC(=O)C(C)Sc2nc3nc(C)cc(C)n3n2)cc1 (stereo not drawn)
→ 4, 0
CCN1C(=NCCc2ccccn2)N[C@@H](c2cccc(C(F)(F)F)c2)C(C(=O)OC)=C1C
→ -2, 3
O=C(COC(=O)C1COc2ccccc2O1)Nc1cccc(Cl)c1 (stereo not drawn)
→ 1, 0
CCCCn1c(N)c(N(CCOC)C(=O)CSCc2ccccc2C)c(=O)[nH]c1=O
→ 3, 6
Cc1noc(C)c1COc1ccc(C(=O)NCCc2ccc(S(N)(=O)=O)cc2)cc1
→ 1, -1
CCOc1cc(N2CCOCC2)c(OCC)cc1NC(=O)c1ccc(OC)c(S(=O)(=O)N2CCOCC2)c1
→ 5, -1
CCc1ccc(Nc2n[n+](-c3ccccc3)c(-c3cccc(Cl)c3Cl)s2)cc1
→ 3, 2
COCCn1ccc2c(OCC(=O)Nc3cccc(NC(C)=O)c3)cccc2c1=O
→ 2, 5
N#Cc1ccccc1S(=O)(=O)N1CCN(C(=O)c2cn(-c3ccccc3)nc2-c2cccnc2)CC1
→ -8, 0
COCCN(C(=O)COC(=O)c1ccc(Cl)nc1)c1c(N)n(Cc2ccccc2)c(=O)[nH]c1=O
→ -2, 10
O=C(CSc1n[nH]c(=O)[nH]c1=O)Nc1c(Cl)cc(Cl)cc1Cl
→ -2, 1
COc1ccc(C#Cc2c(C=O)n(C)c3ccccc23)cc1
→ 1, -1

# Continued:
# Order of results – IDE cell activ, IDE inh
CC(=O)N1CCN(S(=O)(=O)c2ccc3c(c2)CC(=O)N3)CC1
→ 0, 5
CCN(CC(=O)Nc1cccc(S(=O)(=O)N(C)c2ccccc2)c1)Cc1cccs1
→ 3, 1
O=C(CNC(=O)c1ccc2ccccc2c1)Nc1ncccc1O
→ 1, 0
CC(=O)c1cccc(S(=O)(=O)N2CCn3cccc3C2C)c1 (stereo not drawn)
→ -2, 6
O=C(CNC(=O)c1sc2ccccc2c1Cl)NCc1cccc(C(F)(F)F)c1
→ 0, 4
O=C(COc1coc(CN2CCCc3ccccc32)cc1=O)Nc1cccc([N+](=O)[O-])c1
→ 3, 1
C[C@H](CO)N1C[C@H](C)[C@H](CN(C)C(=O)Nc2ccc(F)cc2)Oc2c(NC(=O)c3ccc(-c4nccs4)cc3)cccc2C1=O
→ 3, 3
Cc1ccccc1C(=O)N1CCC(C(=O)N2CCCc3ccccc32)CC1
→ 2, -1
CC1(NC(=O)CCS(=O)(=O)c2ccc(Cl)cc2)CCS(=O)(=O)C1 (stereo not drawn)
→ 2, 1
C#CCOCCOCCOCCNc1nc(N2CCN(C(=O)CCCCCCCCCCNC(=O)[C@H]([C@@H](C)CC)n3cc(CCCCCN)nn3)CC2)nc(N2CCN(C(=O)CCCCCCCCCCNC(=O)[C@H](CCCCN)n3cc(CCCC(=O)O)nn3)CC2)n1
→ 10, 3
Cc1ccc(S(=O)(=O)N2CCCCC2)cc1NC(=O)CNc1ccc(C(F)(F)F)cc1
→ 4, 4
Cc1cccc(NC(=O)NNC(=O)c2ccccn2)c1
→ 4, 1
O=C(NCc1cccc(F)c1)c1cccc2c1C(=O)c1ccc(Cl)cc1S2(=O)=O
→ -4, 1
CC1(c2ccc(Cl)cc2)NC(=O)N(CC(=O)N2CCN(S(=O)(=O)c3ccccc3)CC2)C1=O (stereo not drawn)
→ 2, 3
O=C(O)C1CCCCN1C(=O)c1ccc(S(=O)(=O)N2CCCCCC2)cc1 (stereo not drawn)
→ 1, -4
Cc1c(NC(=O)c2cc(-c3ccccc3)nc3ccccc23)c(=O)n(-c2ccccc2)n1C
→ -5, 5
COc1ccc2sc(-c3ccc(SC)cc3)c(C#CC(C)(C)O)c2c1
→ 7, -4
Cc1cc(C)c2sc(N(CCCN(C)C)C(=O)c3ccc(S(=O)(=O)N(C)C4CCCCC4)cc3)nc2c1
→ 3, 2
O=C(NCc1cccc(Cl)c1)C1=CC=CN2CCS(=O)(=O)N=C12
→ 2, -3
CCCCN(Cc1nc2ccccc2c(=O)[nH]1)C(=O)CN1C(=O)NC2(CCCCC2)C1=O
→ -2, 3
Cc1ccc2c(COC(=O)CNS(=O)(=O)c3ccccc3)cc(=O)oc2c1
→ 2, -3
Cc1ccc(C(=O)CCC(=O)OCC(=O)N(CC(C)C)c2c(N)n(Cc3ccccc3)c(=O)[nH]c2=O)cc1
→ 3, 3
O=c1c2ccccc2ncn1-c1cccc([N+](=O)[O-])c1
→ 7, 5
CC1(C)O[C@@H]2C[C@H]3[C@@H]4C[C@H](F)C5=CC(=O)C=C[C@]5(C)[C@H]4[C@@H](O)C[C@]3(C)[C@]2(C(=O)CO)O1
→ 8, 3
CCN(CC)S(=O)(=O)c1cc(NS(=O)(=O)c2cccs2)ccc1C
→ 6, 0
CCN(CC(=O)Nc1ccc(OC)cc1)C(=O)COc1cccc2c1OC(C)(C)C2
→ 5, -2
Cc1ccc(OCCNC(=O)c2ccccc2SCC(=O)N2CCCC2)cc1
→ 6, 11
Cc1noc(C)c1CSCC(=O)Nc1cc(S(=O)(=O)N2CCOCC2)ccc1OC(C)C
→ -7, -1
CC(C)=CCC/C(C)=C/CNC(=O)CC1C[C@H](C(=O)N(C(C)C)C(C)C)[C@@]2(C)c3[nH]c4ccccc4c3CCN2C1=O (stereo partly drawn)
→ 1, -1
C=C1CC[C@H](O)C/C1=C/C=C1\CCC[C@]2(C)[C@@H]([C@H](C)/C=C/[C@H](C)C(C)C)CC[C@@H]12
→ 6, 6

# Further records:
# Order of results – IDE cell activ, IDE inh
N#CCOC(=O)c1cc(S(=O)(=O)N2CCCCC2)ccc1N1CCOCC1
→ 0, 1
Cn1c(N)c(C(=O)COC(=O)c2ccccc2C(=O)c2ccccc2)c(=O)n(C)c1=O
→ 1, -2
O=C(O)/C(=C\c1ccc2ccccc2c1)c1cccc2ccccc12
→ 6, -2
Cc1ccc(NC(=O)C(C)Oc2ccccc2)cc1S(=O)(=O)N1CCCCCC1 (stereo not drawn)
→ 7, 1
CC(=O)c1c(C)[nH]c(C(=O)COC(=O)CN2C(=O)C3CCCCC3C2=O)c1C (stereo not drawn)
→ -4, -1
CC1CCCC(NC(=O)c2cc(S(=O)(=O)N3CCCCC3)ccc2Cl)C1C (stereo not drawn)
→ 2, -2
Cc1ccc(S(=O)(=O)NCC(=O)OCC(=O)N2CC(C)OC(C)C2)cc1 (stereo not drawn)
→ 3, -3
COc1ccccc1-c1sc2ccccc2c1-c1ccccc1OC
→ -5, 3
CC(=O)c1sc(NC(=O)c2ccc(F)c(S(=O)(=O)N3CCOCC3)c2)nc1C
→ 2, 1
COc1ccc(NC(=O)C(=O)NCCC2CCCCN2S(=O)(=O)c2ccccc2)cc1 (stereo not drawn)
→ 2, 0
COc1ccccc1N(C)S(=O)(=O)c1ccc(C)c(C(=O)Nc2nccs2)c1
→ 3, 4
C=CCN(Cc1ccc(Cl)s1)C(=O)c1ccc(F)c(S(=O)(=O)N2CCOCC2)c1
→ 0, 4
CSCCC(NC(=O)c1ccccc1Cl)C(=O)NNC(=O)c1csc(N2CCOCC2)n1 (stereo not drawn)
→ -1, 0
CCC(=O)N(c1nnc(SCC(=O)NN2C(=O)NC3(CCC(C)CC3)C2=O)s1)C1CC1 (stereo not drawn)
→ -1, 2
CCCCn1c(N)c(N(C(=O)CSc2nnc(C)n2-c2ccccc2)C2CCCC2)c(=O)[nH]c1=O
→ 4, -1
COc1ccc(NC(=O)CN(C)C(=O)CSc2nc3ccccc3s2)cc1
→ -1, 14
CCN(CC(=O)Nc1ccccc1C(F)(F)F)C(=O)c1cc2c(s1)CCCCC2
→ 2, -2
Cc1nnc2n1N=C(c1ccc(F)cc1F)CS2
→ 1, -1
CCCCN1C(=O)C(=O)c2cc(Cl)ccc21
→ 0, 0
CC(=O)Oc1ccc(N(C(C)=O)S(=O)(=O)c2ccc(C)cc2)c2ccccc12
→ 1, 4
Cc1ccc(SCC(=O)OCC(=O)NC(C)c2ccc(F)cc2)cc1 (stereo not drawn)
→ 1, 9
CCN(C[C@H]1N[C@@](C)(C(=O)OC)[C@H]2C(=O)N(C)C(=O)[C@@H]12)C(=O)Nc1ccc(C)cc1
→ 2, 0
COc1ccc(NC(=O)Nc2cccc3c2O[C@@H](CN(C)S(=O)(=O)c2cn(C)cn2)[C@@H](C)CN([C@H](C)CO)C3=O)cc1
→ -3, 2
CCN(CC(=O)NCc1ccc(F)cc1)C(=O)CCNS(=O)(=O)c1cccc(C)c1
→ 8, -3
Cc1ccc(NC(=O)CN(C)C(C)C(=O)Nc2ccc(S(=O)(=O)N3CCCC3)cc2)cc1 (stereo not drawn)
→ -3, 7
CC(C)CN(C(=O)Cn1nnc(-c2ccc(F)cc2)n1)C1CCS(=O)(=O)C1 (stereo not drawn)
→ -2, 4
CC1CN(S(=O)(=O)c2cc(C(=O)N(CCc3ccccc3)Cc3ccccc3)ccc2Cl)CC(C)O1 (stereo not drawn)
→ 9, 8
Cc1ccc(NC(=O)c2ccc([N+](=O)[O-])s2)cc1S(=O)(=O)N1CCOCC1
→ 3, -2
O=C(CN1CCCCC1)Nc1cc(S(=O)(=O)N2CCOCC2)ccc1N1CCCC1
→ 4, -3
CCCC[C@@H]1CNCCN1CCc1cccc2ccccc12
→ 16, -1

# (more compounds)
# Order of results – IDE cell activ, IDE inh
CC(c1ccccc1)N(C)C(=O)CSc1nnc(C2CC2)n1C1CC1 (stereo not drawn)
→ 5, 6
CC(C)[C@H](NS(=O)(=O)c1ccccc1F)C(=O)NC1CCCCC1
→ 4, -6
Cc1ccnc(NC(=O)CC(NC(=O)c2ccccc2Cl)c2ccccc2)c1 (stereo not drawn)
→ -1, 2
CN(CC(=O)Nc1ccc(F)c(F)c1F)C(=O)C1CSC2(C)CCC(=O)N12 (stereo not drawn)
→ 1, -1
COc1cccc(NC(=O)CN(C)C(=O)c2cc(-c3ccc(F)cc3)nc3ccccc23)c1
→ 3, -4
CC1CCCCN1C(=O)COC(=O)c1ccc(=O)n(Cc2ccccc2)n1 (stereo not drawn)
→ 4, -4
CC(=O)c1ccc(S(=O)(=O)N2CCN(CC(=O)Nc3ccc(Cl)c([N+](=O)[O-])c3)CC2)cc1
→ -1, 3
O=C(CCC(=O)N1CCOCC1)NCCc1ccc(F)cc1
→ 0, 6
CC(=O)c1ccc(N2CCN(CC(=O)Nc3ccccc3C(=O)NC3CC3)CC2)c(F)c1
→ 7, -1
CCOc1ccc(OCC(=O)NCc2n[nH]c(=O)c3ccccc23)cc1
→ 2, 5
Cc1cccc(CC(=O)NCCS(=O)(=O)N2CCN(c3cccc(Cl)c3)CC2)c1
→ -1, -3
Cn1nnnc1Sc1ncnc2scc(-c3cccs3)c12
→ -2, -6
Nc1c(C(=O)CSc2nnc(-c3ccccc3)o2)c(=O)[nH]c(=O)n1C1CC1
→ 0, -2
Cc1ccc(C)c(OCCC(=O)OCC(=O)Nc2cc(S(=O)(=O)N3CCOCC3)ccc2C)c1
→ 2, 4

# No new results follow: entries from further up.
# Order of results – IDE cell activ, IDE inh
CC(c1ccccc1)N(C)C(=O)CSc1nnc(C2CC2)n1C1CC1 (stereo not drawn)
→ 5, 6
CC(C)[C@H](NS(=O)(=O)c1ccccc1F)C(=O)NC1CCCCC1
→ 4, -6
Cc1ccnc(NC(=O)CC(NC(=O)c2ccccc2Cl)c2ccccc2)c1 (stereo not drawn)
→ -1, 2

# Copied from the list:
# `Cc1cccc(NC(=O)NNC(=O)c2ccccn2)c1` @ IDE cell activ = 4
# `Cc1ccc(C(=O)CCC(=O)OCC(=O)N(CC(C)C)c2c(N)n(Cc3ccccc3)c(=O)[nH]c2=O)cc1` @ IDE inh = 3

# Screens deposited in PubChem by The Scripps Research Institute Molecular Screening Center.
